Screening data as filed in PubChem BioAssay.
CaV13 FRET inh: Primary screen for inhibitors of IQ motif and Ca2+-dependent inactivation inhibitor domain binding in CACNA1D, Förster resonance energy transfer in living cells, …; AID 743397; 340,000 tested, 0.098% active; HEK cells, CFP/YFP FRET ICDI-IQ, plate reader, 10 min; percent FRET-ratio fall versus neutral wells; inhibition, % at 12.3 µM;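 active = mean replicate inhibition of at least 30% and at least 1% of replicates passing that level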;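 note: 0% = median of the neutral control wells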
Exocytosis inh: LAMP-1 surface exposure blockers, TALL-104 cells – cell-based, flow cytometry, MLPCN library, primary screen | TALL-104 LAMP-1 surface exposure; cells stimulated with thapsigargin and PMA | 360,000 tested, 0.66% active | inhibition, % at 10 µM;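 active = inhibition above about 55%, limit read from the data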
ABCB6 inh 2: ABCB6 transporter inhibitors, primary screen, K562-ABCB6 cells, flow cytometry, MLPCN library; AID 602162, 2011; K562-ABCB6 porphyrin accumulation, 1 h; active compounds read low; ATP-binding cassette sub-family B member 6 (Homo sapiens), Q9NP58; fluorescence ratio to DMSO, % at 10 µM; 360,000 tested, 0.19% active;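 active = fluorescence ratio to DMSO below 75%, the collection mean minus 3 SD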;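 note: signal is porphyrin accumulated inside mitochondria; 100% equals median channel fluorescence of DMSO control wells; lower ratio means ABCB6 inhibition with less porphyrin fluorescence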
Vif inh: HIV Vif self-association inhibitors, primary screen, imaging, HEK293T, single point. inhibition, % at 7.49 µM. HEK293T cells, Vif self-association by quenched fluorescence, 24 h. AID 602346, 2012. 340,000 tested, 0.35% active; in the data active = inhibition above about 50%, passing the limit was not always enough; note: some results filed as inactive read as strong as hits
N-glyco inh: increase of ERlucT glycosylation luciferase signal, primary screen, N-linked glycosylation inhibitor project, D54 ERlucT cells, luminescence, set 2 | D54 ERlucT glycosylation luciferase reporter, 24 h; percent of 100 nM tunicamycin response | AID 588692, 2011 | reporter increase, % at 12.5 µM | 360,000 tested, 0.23% active;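 active = mean luciferase reporter signal, scaled so untreated is 0 and the glycosylation-blocking control 100, at or above a set limit in every replicate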;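 note: luciferase carries N-glycosylation sites so blocking glycosylation raises the light; 0% = median of neutral control wells and 100% = median of 100 nM tunicamycin wells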
aDG glyco act: activators of alpha-DG glycosylation, primary screen, uHTS, Pro5-aDG cells, AlphaScreen; alpha-DG glycosylation AlphaScreen (IIH6); 0% Pro5, 100% B10-LARGE cell signal; activation, % at 10 µM; 360,000 tested, 0.22% active; AID 624168, 2012;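 active = activation of at least 8% versus controls, or a plate z-score of at least 8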;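 note: Pro5 are CHO cells carrying HIG-tagged alpha-DG that lacks glycosylation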
H9c2 protect: cardioprotection against H2O2-induced cell death, primary screen, uHTS, H9c2 cells, ATPLite luminescence | H9c2 cardiomyocytes, H2O2 injury protection, 2 h | protection from H2O2 cell death, % at 20 µM | 360,000 tested, 0.63% active;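 active = compounds giving at least 50% protection of heart cells from peroxide-induced death in the single-dose screen, raw or plate-pattern-corrected value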;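 note: 0% = DMSO wells with peroxide and 100% = DMSO wells without peroxide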
iPSC survival up: enhancers of single-cell hiPSC survival, primary screen, ATPlite luminescence | 100% = ROCK inhibitor wells, 0% = DMSO | survival enhancement, % at 20 µM | 360,000 tested, 0.044% active; in the data active = survival enhancement above about 18%;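 note: cells exposed to compounds for 16 hours before the ATP read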
HTR2A ag: mouse Htr2a agonists via beta-arrestin recruitment, primary screen, cell-based, luminescence | CHO-K1 mHTR2A beta-arrestin complementation; percent of 30 µM serotonin response | activation, % at 7.6 µM | 360,000 tested, 0.66% active | AID 624169, 2012;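 active = activation above a run cutoff, the mean activation of all tested compounds plus 3 SD, cut at about 14% in these data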;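 note: 0% = plate median of compound wells and 100% = 30 µM serotonin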
Target sequence (P35363 whole entry, looked up): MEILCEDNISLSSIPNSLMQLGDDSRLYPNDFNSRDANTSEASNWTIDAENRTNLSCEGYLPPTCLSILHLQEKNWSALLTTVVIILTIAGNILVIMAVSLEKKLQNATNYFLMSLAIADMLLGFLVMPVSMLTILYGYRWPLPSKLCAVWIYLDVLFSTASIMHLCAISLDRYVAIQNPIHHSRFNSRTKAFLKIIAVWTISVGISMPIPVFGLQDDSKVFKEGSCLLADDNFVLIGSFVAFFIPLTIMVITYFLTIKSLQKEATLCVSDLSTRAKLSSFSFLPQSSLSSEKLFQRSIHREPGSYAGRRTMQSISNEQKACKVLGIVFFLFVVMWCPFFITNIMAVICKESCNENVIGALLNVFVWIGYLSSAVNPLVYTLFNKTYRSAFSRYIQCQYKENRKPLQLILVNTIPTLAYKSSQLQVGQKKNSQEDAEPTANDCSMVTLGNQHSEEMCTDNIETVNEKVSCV
PDI turbidity: inhibitors of human PDI, primary screen, biochemical, turbidity, single point, plate reader. Protein disulfide-isomerase (Homo sapiens), P07237. PDI insulin aggregation turbidity, A650, 90 min. inhibition, % at 10 µM. 350,000 tested, 0.052% active;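 active = mean inhibition across replicates of 30% or more, whatever share of single replicates reach that level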;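 note: absorbance from insulin aggregation driven by PDI reduction with DTT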
Target sequence (P07237 whole entry, looked up): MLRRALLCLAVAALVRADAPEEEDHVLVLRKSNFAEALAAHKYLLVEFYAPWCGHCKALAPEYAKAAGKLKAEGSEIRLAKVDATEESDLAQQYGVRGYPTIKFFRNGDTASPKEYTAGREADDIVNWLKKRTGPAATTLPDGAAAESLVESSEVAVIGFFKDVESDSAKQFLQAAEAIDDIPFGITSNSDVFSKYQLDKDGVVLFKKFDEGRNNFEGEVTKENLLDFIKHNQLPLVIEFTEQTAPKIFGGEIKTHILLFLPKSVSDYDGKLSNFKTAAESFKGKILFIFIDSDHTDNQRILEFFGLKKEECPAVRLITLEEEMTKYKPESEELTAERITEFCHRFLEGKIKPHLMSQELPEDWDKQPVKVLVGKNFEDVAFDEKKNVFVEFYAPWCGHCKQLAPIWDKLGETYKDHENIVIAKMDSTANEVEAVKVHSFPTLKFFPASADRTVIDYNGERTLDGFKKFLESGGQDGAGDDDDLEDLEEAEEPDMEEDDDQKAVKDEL
* = called active by the depositor; / = no result given.

SMILES	CaV13 FRET inh	Exocytosis inh	ABCB6 inh 2	Vif inh	N-glyco inh	aDG glyco act	H9c2 protect	iPSC survival up	HTR2A ag	PDI turbidity
CC1CCN(S(=O)(=O)c2ccc3c4c2CC(=O)N4CC(C)S3)CC1 (centres undefined)	-5	-2	88	-3	4	4.0	-11	-0.4	0	4
COc1ccc(Cl)cc1-c1nc(SCC(=O)NC2CCCC2)n[nH]1	-4	0	91	-8	-1	0.0	-3	1.1	1	-10
COc1ccccc1CNC(=O)C1CCCN1S(=O)(=O)c1cccc2cccnc12 (centres undefined)	2	-2	105	7	-1	0.1	9	0.7	1	-1
O=C(O)COn1c(-c2ccccc2)nc2ccc([N+](=O)[O-])cc21	-5	-4	103	-9	-2	0.1	7	-1.0	-3	13
Clc1nc2ccccc2cc1-c1nnn(-c2ccccc2Br)n1	-12	-5	96	-3	1	-0.2	4	2.3	0	1
Cn1c(=O)c2[nH]c(CN(Cc3ccccc3)Cc3ccccc3)nc2n(C)c1=O	3	8	96	-1	-5	6.8	5	1.5	1	1
COC(=O)c1ccccc1NC(=O)c1cccs1	-5	-1	102	-11	0	0.1	2	-1.5	-3	-8
Cc1cccc(OCCSc2nc3ccccc3n2CCC(=O)O)c1	-5	-2	103	-2	-2	-0.1	11	-0.2	-1	-4
Cc1nc(SCC(=O)Nc2cccc(S(=O)(=O)N3CCOCC3)c2)nc(C)c1C	-5	0	98	9	-2	0.2	7	1.3	-3	1
O=C(CSc1nnc(-c2cnccn2)n1Cc1ccco1)c1ccc(Cl)cc1	-6	2	99	-5	2	0.5	3	-2.1	4	-1
COc1ccc(N2CCN(C(CNS(=O)(=O)c3ccccc3)c3ccccc3)CC2)cc1 (centres undefined)	-16	0	98	2	0	-0.7	-5	-0.6	-1	-6
O=C(O)c1cc(-c2ccccc2)n(-c2ccc(F)cc2)n1	-5	-9	115	-6	2	0.0	-7	0.7	5	5
Cc1cc2oc(=O)cc(CN3CCN(c4ccc(Cl)c(Cl)c4)CC3)c2cc1Cl	-10	4	107	/	-3	0.0	-2	-1.0	17*	/
COc1cccc(CNC(=O)[C@H](C)NC(=O)C2CCN(S(=O)(=O)c3ccccc3)CC2)c1	-14	-3	102	-4	4	0.0	-4	0.3	-1	4
COc1cc(-c2noc(C)c2C(=O)NCc2ccc3c(c2)OCO3)cc(OC)c1OC	-10	-2	99	2	2	-0.1	7	2.4	4	-1
COc1ccc(OC)c(S(=O)(=O)N2CCN(c3c(C)cccc3C)CC2)c1	-3	-10	105	-4	-2	0.4	-9	-2.8	3	/
CCN(CC(=O)Nc1ccc(NC(C)=O)cc1)C(=O)C1CC(=O)N(c2ccc3c(c2)OCCO3)C1 (centres undefined)	-10	3	91	-1	3	-0.4	-2	1.7	0	-1
O=C(N/N=C/c1ccc[nH]1)c1ccc2c(c1)OCO2	-19	-2	99	-2	3	-0.1	-15	-0.5	-1	0
O=C(NC(=O)c1ccccc1F)Nc1nc(-c2cccs2)cc(C(F)(F)F)n1	-6	-2	101	0	3	-0.2	-1	-0.5	-2	-7
CCOC(=O)c1ccc(NC(=O)C(=O)NCc2ccccn2)cc1	3	0	98	-6	-1	-0.2	-1	-0.1	1	10
O=C(CCOc1ccccc1)Nc1ccccc1[N+](=O)[O-]	-5	-4	95	12	-2	-0.1	2	0.9	-3	-3
Cc1ccc(C)c(C(Nc2ccccc2)c2ccc3ccc(C)nc3c2O)c1 (centres undefined)	-8	19	/	/	/	0.6	/	/	-8	/
CS(=O)(=O)Nc1ccc(C2=NN(C(=O)c3ccco3)C(c3ccccc3)C2)cc1 (centres undefined)	-4	1	93	/	-1	0.0	16	-1.3	5	14
Cc1noc(NS(=O)(=O)c2ccc(N/C=C\C(=O)c3ccc(F)cc3)cc2)c1C	-7	-1	108	-1	2	-0.1	-2	0.7	-1	-4
O=C(COC(=O)c1n[nH]c(=O)c2ccccc12)c1ccc(Cl)cc1	/	0	84	1	1	0.2	20	-1.9	2	0
Cc1ccc(C)c(OCCC(=O)OCC(=O)N(C)c2c(N)n(Cc3ccccc3)c(=O)[nH]c2=O)c1	-3	0	87	5	3	0.1	4	1.4	-4	3
CN(CCOc1ccccc1)C(=S)Nc1ccc(OC(F)F)cc1	-2	14	96	-4	1	0.1	-6	-0.2	1	10
O=C(COC(=O)CCC(=O)N1CCOCC1)Nc1ccc(Br)cc1Br	-3	5	101	-14	0	-0.1	-2	-1.4	4	-2
COc1ccc(NS(=O)(=O)c2ccc(C)c(C(=O)N3CCCCCCC3)c2)cc1	-14	-2	102	-7	0	0.1	-8	-0.3	-6	16
Cc1cc(/C=c2/sc3nc4ccccc4n3c2=O)c(C)n1-c1ccccn1	-13	3	100	/	-22	-0.4	-14	-1.7	-1	-1
CC(=O)c1ccc(-n2nncc2C)cc1	/	-4	112	/	0	-0.1	4	6.2	0	-8
O=C1CC(c2ccc(S(=O)(=O)NC3CC3)cc2)CN1 (centres undefined)	-11	0	96	1	-5	-0.2	1	1.9	-1	/
CCCn1c(=O)c2ccccc2n2c(SCCNCCO)nnc12	-3	-4	85	0	-1	0.0	-1	-0.4	-3	1
COc1cc2c(cc1OC)CN(c1nc(CN3CCCCC3)nc3sc4c(c13)CCCC4)CC2	-1	-5	105	-15	-5	0.4	4	2.0	-2	-4
Cc1ccc(S(=O)(=O)N2CCC(C(=O)NCC(C)(C)N3CCOCC3)CC2)c(C)c1	-5	3	97	32	1	0.0	1	-1.7	-7	0
COc1ccc(NC(=O)c2cc(-c3ccccc3)nc3c2cnn3C(C)C)c(OC)c1	-4	-8	90	-8	-4	0.1	9	1.4	5	4
Cc1cc(OCC(=O)N2CCC(O)(c3ccc(Cl)cc3)CC2)c2c(C)cc(=O)oc2c1	-5	3	95	14	3	0.2	8	-0.3	8	-15
CCOC(=O)c1cnn(C(=O)c2ccccc2)c1N	-5	-1	94	/	0	0.1	2	-0.3	-2	-7
CCc1cccc(NC(=O)NC2CCCCC2)c1	-5	-4	95	-8	-1	0.3	-2	-2.3	-1	-5
Cc1noc(C)c1COc1ccccc1C(=O)N(C)CC(=O)Nc1cccc(F)c1	-6	-5	100	-7	1	0.0	1	0.0	-2	-12
COc1ccc(N=C2SC(CC(=O)Nc3ccccc3)C(=O)N2CCc2ccccn2)cc1 (centres undefined)	-7	1	97	3	-5	-0.2	4	-0.7	0	1
O=C(O)Cn1cc(C(=O)c2cccs2)c2ccccc21	-9	-3	94	/	2	-0.2	-2	-0.2	-3	3
CCN1C(=O)CC(Sc2ccccc2C(=O)O)C1=O (centres undefined)	-5	0	106	6	0	0.1	3	-0.4	6	0
CC1CCN(C(=O)c2ccc3c(c2)OCCO3)CC1	/	-2	92	8	1	-0.1	5	-1.1	1	-1
O=CNc1ccc2c(c1)Cc1cc([N+](=O)[O-])ccc1-2	-19	-19	102	19	9	0.0	-8	-3.7	0	-2
O=C(NC1CCCC1)C(c1cccs1)N(C(=O)c1csnn1)c1ccccc1F (centres undefined)	-7	-6	96	19	-2	0.0	4	-0.4	-4	-5
CCOC(=O)C(Cc1ccc(NC(=O)/C(=C/c2ccccc2)NC(=O)c2ccccc2)cc1)N1C(=O)c2ccccc2C1=O (centres undefined)	-5	-2	90	3	-1	0.0	42	0.9	4	-4
CC1(C)Cc2c(ccc3ccccc23)C(c2cc3ccccc3oc2=O)=N1	-6	-5	102	-1	-9	-0.3	-4	0.9	3	0
c1ccc(-c2cc3c(nn2)CCc2nonc2-3)cc1	0	0	100	-8	2	0.1	13	-2.6	1	9
CC(=O)c1c(O)c(C)c(-c2ccccc2)n(-c2ccccc2)c1=O	/	9	107	-14	0	-0.1	4	1.8	-1	-1
CCCS(=O)(=O)NC(=O)C1(C)CCN1C(=O)Cc1ccc(-c2ccccc2)cc1 (centres undefined)	-5	-6	95	-10	1	-0.1	10	0.8	17*	-1
Cc1nn(C(=O)CNC(=O)c2ccccc2)c(C)c1C	-3	-1	95	-5	-1	-0.1	6	-0.9	-3	-3
O=C(CSc1nnc(Cc2ccccc2)o1)NC1CCCCC1	-8	0	97	10	0	-0.2	-1	-3.1	-4	7
Cc1nn(-c2cccc(C(F)(F)F)c2)c(=O)c2ccccc12	-1	-5	98	-3	1	0.1	4	-0.1	-3	-3
CCCCNC(=O)c1c(CSc2ccc(Cl)cc2)noc1C(=O)NCc1ccccc1	-12	-4	99	2	-2	0.3	-4	0.9	4	-2
CC(Oc1cc(-c2ccccc2)cc2ccccc12)C(=O)N1CCOCC1 (centres undefined)	-3	-2	97	2	-2	-0.1	8	-1.5	-3	9
O=C(CC[C@H]1O[C@@H](n2cnc3c(NC(=O)c4ccccc4)ncnc32)[C@H](O)[C@@H]1O)NCC1CCCCC1	-6	-3	98	/	4	-0.2	6	-0.5	1	/
CC(C)Oc1cccc(C(=O)C2CCCN(C(=O)CCn3cnnn3)C2)c1 (centres undefined)	1	-4	95	-2	1	0.5	2	-0.7	-3	4
CCOc1ccc(Nc2nc3cc(S(=O)(=O)CC)ccc3o2)cc1	-14	3	100	4	0	-0.1	-4	-0.5	-3	11
CCOC(=O)c1[nH]ncc1CN1CCCC(C(=O)c2ccc(OC)c(OC)c2)C1 (centres undefined)	-6	-1	102	0	-1	0.1	1	2.2	-1	-2

Single records (already shown):
c1ccc(-c2cc3c(nn2)CCc2nonc2-3)cc1 is entered as CaV13 FRET inh: 0; Exocytosis inh: 0; ABCB6 inh 2: 100; Vif inh: -8; N-glyco inh: 2; aDG glyco act: 0.1; H9c2 protect: 13; iPSC survival up: -2.6; HTR2A ag: 1; PDI turbidity: 9
CCCn1c(=O)c2ccccc2n2c(SCCNCCO)nnc12 is entered as CaV13 FRET inh: -3; Exocytosis inh: -4; ABCB6 inh 2: 85; Vif inh: 0; N-glyco inh: -1; aDG glyco act: 0.0; H9c2 protect: -1; iPSC survival up: -0.4; HTR2A ag: -3; PDI turbidity: 1

(listing goes on)
SMILES	CaV13 FRET inh	Exocytosis inh	ABCB6 inh 2	Vif inh	N-glyco inh	aDG glyco act	H9c2 protect	iPSC survival up	HTR2A ag	PDI turbidity
CCc1ccc(C2C(=O)c3ccccc3C2=O)cc1	-5	2	98	1	-3	0.0	-10	0.3	-2	4
O=C1CSC(=S)N1Nc1ccccc1	-6	0	96	23	0	0.1	0	-0.7	3	0
CC(C)(C)c1ccc(S(=O)(=O)O/N=C2/CCCCC2c2ccc([N+](=O)[O-])cc2[N+](=O)[O-])cc1 (centres undefined)	-4	-2	110	-3	1	0.0	4	-0.2	4	6
Cc1ccc(-c2cc(C(=O)OCC(=O)N(C)C3CCS(=O)(=O)C3)c3ccccc3n2)c(C)c1 (centres undefined)	-2	22	97	2	-2	-0.1	7	-0.7	-4	-1
O=[N+]([O-])c1ccc(C(O)C(CO)NC(=S)Nc2ccccc2)cc1 (centres undefined)	-6	1	98	-2	1	0.3	1	-0.6	-2	7
CN1CCN(C2=NCCO2)CC1	-7	-6	94	-5	2	0.0	-2	0.2	1	-31
CC1(C)CC(NNCCC#N)=CC(=[N+]2CCCC2)C1	-3	-1	96	1	-1	0.5	-4	1.9	-2	6

Compounds were not picked by outcome; about 3.1% have a hit in one of these screens.
